HEK293 tox = cytotoxicity counter-screen for GLP-1 receptor inverse agonists. 410,000 compounds, 0.13% hits. Potency, µM (top dose mostly 38.3 µM), inactives show at the top dose activity change, negative = inhibition, usual class: inhibitors. HEK293 cAMP-luciferase reporter cells, luminescence, 24 h. AID 624418;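 note: loss of luciferase light is scored as toxicity; potency is the fitted concentration of half-maximal effect; % is set by controls: 0 for no effect and ±100 for the full control effect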
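Luminescence readout: signal drop marks cytotoxicity. Plated cells grew 12 h at 37 °C, 5% CO2, received 23 nL compound for 24 h, then got luciferase reagent, read after 12 min at RT.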
PLK1 PBD block = PLK1 (human) polo-box domain binding inhibition | P53350 | Plk1 PBD binding of FITC phosphopeptide, fluorescence polarization | Potency, µM, inactives show max response, negative = inhibition, hits mostly inhibitors | 360,000 compounds, 2.8% hits | AID 720504; note: potency is the fitted concentration of half-maximal effect; series mostly up to about 57 µM; % is set by controls: 0 for no effect and ±100 for the full control effect; nearly all actives have a fitted effect of over 65% in size
IL2 activator = activators of IL-2 | IL-2 activation reporter assay, cell-based qHTS; stimulated with anti-CD3/CD4/CD28 beads; in transgenic mouse T cells | activation, % (series mostly up to about 46 µM) | 360,000 compounds, 0.065% hits; in the data active = activation above about 50%; inconclusive = mostly about 30% to 49%; note: 0% is about no effect
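Unstimulated transgenic mouse T cells preincubated 60 min with compound, then stimulated with anti-CD3/anti-CD4-coated beads plus anti-CD28 for 18 h at 37 degrees C. IL-2 response read as EGFP and DsRed fluorescence by plate cytometry.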
GLP1R ag = agonists of human GLP-1 receptor. HEK293 GLP-1R CRE-luciferase, luminescence, 4-6 h; cells express a hypersensitive GLP-1R form. 380,000 compounds, 0.007% hits. P43220. AID 624172. Potency, µM (top dose mostly 45.6 µM), without a hit: at the top dose activation, hits mostly activators; note: potency is the fitted concentration of half-maximal effect; % of control where 0% means no effect
Target sequence (P43220 whole entry, looked up): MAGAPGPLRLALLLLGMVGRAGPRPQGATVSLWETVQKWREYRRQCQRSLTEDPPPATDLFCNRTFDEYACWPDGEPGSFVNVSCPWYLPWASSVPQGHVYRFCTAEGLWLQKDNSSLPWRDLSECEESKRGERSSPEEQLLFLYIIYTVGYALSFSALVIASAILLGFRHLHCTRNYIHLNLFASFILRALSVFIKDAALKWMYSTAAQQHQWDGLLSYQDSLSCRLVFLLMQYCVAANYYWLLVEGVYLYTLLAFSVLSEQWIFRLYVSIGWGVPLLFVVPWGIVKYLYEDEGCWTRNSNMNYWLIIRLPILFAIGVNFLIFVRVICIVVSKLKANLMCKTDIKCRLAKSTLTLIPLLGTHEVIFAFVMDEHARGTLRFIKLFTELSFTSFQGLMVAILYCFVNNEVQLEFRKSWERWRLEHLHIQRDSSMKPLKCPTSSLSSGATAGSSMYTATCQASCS
PTHR1 agonist = agonists of human PTHR1 parathyroid hormone receptor | Q03431 | Potency, µM (highest dose often 115 µM), without a hit: at the top dose activation, most hits filed as activators | 410,000 compounds, 0.075% hits | HEK293 GP2 PTHR1 cells, GloSensor cAMP luminescence, 1 h; note: potency is the fitted concentration of half-maximal effect; nearly all actives have a fitted effect of over 55% in size; some results filed as inactive show a strong effect at the top dose; inactives centre near -15; many of its hits are not listed in these tables
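HEK-293-derived GP2 cells expressing PTHR1 and a GloSensor cAMP reporter, 3,000/well, plated overnight, given luciferin plus IBMX (each 0.5 mM as added) for 1 h at 37 °C, then compound for 1 h at 37 °C. Luminescence was read after 15 min at room temperature.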
GLP-1R inv ag = GLP-1 receptor (human) inverse agonism; P43220; HEK293 GLP-1R CRE-luciferase, luminescence, 24 h; GLP-1R form is constitutively active; Potency, µM (series often up to 38.3 µM), without a hit: at the highest dose activity change, negative = inhibition, actives largely listed as inhibitors; 410,000 compounds, 1.6% hits; AID 624417; note: potency is the fitted concentration of half-maximal effect; % is set by controls: 0 for no effect and ±100 for the full control effect; nearly all actives have a fitted effect of over 55% in size
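Inverse agonism was detected as reduced cAMP-driven luciferase luminescence after 24 h compound treatment. The cells were HEK293 clones expressing constitutively active human GLP-1R with the reporter. Reporter-only and GPR119 cell lines served as counterscreen controls.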
PI5P4K alpha inh = PI5P4K alpha (human) kinase inhibition. 330,000 compounds, 1.2% hits. max response, %. P48426. PI5P4Kalpha enzyme, ADP-Glo luminescence, 60 min; active compounds read low; active = max response of -50% or lower; inconclusive = between -30% and -50%; inactive = -30% or higher; note: value at the top dose of about 77 µM; % is set by controls: 0 for no effect and ±100 for the full control effect
Target sequence (P48426 whole entry, looked up): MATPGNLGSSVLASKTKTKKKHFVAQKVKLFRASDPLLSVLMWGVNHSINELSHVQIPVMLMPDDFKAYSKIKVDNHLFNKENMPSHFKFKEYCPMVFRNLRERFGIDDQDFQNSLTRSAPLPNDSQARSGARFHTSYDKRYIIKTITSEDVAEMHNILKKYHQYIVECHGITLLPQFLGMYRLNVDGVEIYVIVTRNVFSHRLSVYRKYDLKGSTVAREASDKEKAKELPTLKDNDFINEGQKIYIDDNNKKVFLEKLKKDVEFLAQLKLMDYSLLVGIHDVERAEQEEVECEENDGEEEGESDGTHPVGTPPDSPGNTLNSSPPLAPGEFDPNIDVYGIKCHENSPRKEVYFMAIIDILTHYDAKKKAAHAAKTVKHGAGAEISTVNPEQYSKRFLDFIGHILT
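Enzyme plus substrate dispensed, test compounds pinned in, then ATP (5 microM final) added. After 60 min at RT, ADP-Glo reagent 1 for 45 min and reagent 2 for 30 min preceded luminescence imaging.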
EPAC1 agonist = agonists of human EPAC1; O95398; EPAC1 agonist qHTS, biochemical assay; response scale: 100% = response to 6.5 mM cAMP; Potency, µM (highest dose often 154 µM), for the others: at the highest dose activation, most hits filed as activators; 360,000 compounds, 0.073% hits; AID 720707; note: potency is the fitted concentration of half-maximal effect; nearly all actives have a fitted effect of over 60% in size
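Read-out is the fluorescence drop as BODIPY-GDP leaves Rap1B (480 nm excitation, 540 nm emission), recorded every 5 minutes over 30 minutes. Reactions held 100 nM EPAC1, 250 nM Rap1B–BODIPY-GDP and 50 uM GDP, with 6.5 mM cAMP setting full activation.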
EPAC1 antagonist = antagonists of human EPAC1; O95398; EPAC1 GEF assay, Rap1b-BODIPY-GDP exchange fluorescence; Potency, µM (doses to about 115 µM), for inactives: at the highest dose activity change, negative = inhibition, hits mostly inhibitors; 360,000 compounds, 0.14% hits;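 note: potency is the fitted concentration of half-maximal effect; plate controls were vehicle for no effect and positive control for full effect; nearly all actives have a fitted effect of over 50% in size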
* hit, by the source's call; i = inactive; ? = inconclusive; . = not tested or not shown; & = joins results of further samples; [ ] = another dose, or the depositor's remark. Unless noted, calls come from the whole dose curve; as a rule, active = well fitted curve in the direction sought with a large enough effect; inconclusive = small, poorly fitted or top-dose-only effect, or another doubt; inactive = no such curve, though single readings can be large; an effect the other way counts as inactive or inconclusive.

SMILES	HEK293 tox	PLK1 PBD block	IL2 activator	GLP1R ag	PTHR1 agonist	GLP-1R inv ag	PI5P4K alpha inh	EPAC1 agonist	EPAC1 antagonist
Cc1cc(C)c(S(=O)(=O)Nc2ccccn2)c(C)c1	5%	-9%	0.2	3%	i	3%	2	10%	4%
O=C(/C(=C/O)N=Nc1ccccc1)c1cccs1	?	?	-0.3	8%	-29%	?	-12	-3%	?
CCOc1ccc(NC(=S)C(C#N)=C2N(C)c3ccccc3N2C)cc1	6%	4%	1.5	-1%	-24%	4%	-3	3%	-15%
CCOc1cc(N2CCOCC2)c(OCC)cc1NC(=O)COC(=O)CCn1c(C)csc1=O	3%	-6%	-0.8	-1%	-9%	-2%	-7	-2%	-16%
COc1ccc(NS(=O)(=O)c2cccc(NC(=O)c3ccccn3)c2)cc1	7%	2%	0.2	-5%	-44%[inhibitor]	7%	-2	9%	-5%
Cc1ccnc(N/C=C/C(=O)c2ccc(Br)cc2)c1	-11%	0%	-0.4	6%	-21%	?	9	5%	-15%
COc1ccc(NC(=O)c2ccc(-c3c(C)noc3C)c3ccoc23)cn1	-4%	-3%	-0.6	-4%	-13%	-11%	2	-6%	-4%
Cc1nn(C)cc1CNC(=O)Nc1ccc(Cl)cc1	-27%	-15%	-4.5	-11%	i	8%	-5	2%	0%
N#CCC(=O)Nc1ccc(C(=O)OCC(=O)C23CC4CC(CC(C4)C2)C3)cc1	-3%	-13%	-0.8	15%	-7%	?	0	15%	10%
O=C(CSCc1ccco1)c1cccs1	16%	?	-0.5	-1%	-27%[57.5 µM]	32%[activator]	-25	2%	-9%
O=C(OCn1cncn1)c1ccc(Cl)cc1Cl	-13%	-2%	1.5	-1%	-25%	0%	0	0%	12%
COC(=O)c1c(NC(=O)c2ccc(S(=O)(=O)N3CCCC(C)C3)cc2)sc2c1CCN(C(C)C)C2 (stereo not given)	50%[activator]	.	.	1%	-18%	-26%	.	.	.
O=C(COc1coc(CN2CCN(c3ccc(F)cc3)CC2)cc1=O)NCC1CCCO1 (stereo not given)	-2%	-3%	-0.2	0%	-4%	7%	-3	0%	-2%
CCOc1ccc(NC(=O)[C@@H]2CCCN2C(=O)c2cccs2)cc1S(=O)(=O)N1CCOCC1	1%	-12%	-0.5	-5%	9%	14%	6	9%	-25%
N#Cc1cn(CC(=O)N2CCCC2)c2ccccc12	-3%	-5%	-1.2	-9%	-4%[57.5 µM]	-10%	-4	-8%	6%
CCOC(=O)c1cc(-c2ccco2)nc2c1c(C)nn2CCC#N	1%	-17%	-1.7	15%	i	100%[activator]	-22	4%	-4%
C=CCn1c(SCC(=O)N(CCC)C2CCS(=O)(=O)C2)nnc1-c1ccccc1OC (stereo not given)	3%	-7%	-5.1	-8%	i	22%	8	-8%	10%
CC(C)(C)OC(=O)NCCCC(CCCNC(=O)OC(C)(C)C)C(=O)O	-8%	1%	0.5	5%	i	10%	5	5%	8%
Cc1ccc2[nH]c3c(c2c1)CN(C(=O)CN1c2ccc(F)cc2CCC1C)CC3 (stereo not given)	4%	-2%	2.2	1%	-66%[inhibitor][57.5 µM]	?	7	12%	-12%
COc1cc(OC)cc(-c2c(-c3cccs3)c3cc(-c4ccc(CN5CCOCC5)cc4)ccc3n2C)c1	-14%	4%	0.9	2%	-55%[inhibitor]	?	3	6%	-4%
CCCC(=O)Nc1ccc(NC(=O)c2ccccc2F)cn1	-3%	2%	3.0	7%	24%	17%	1	5%	17%
CCCCCCN1C[C@@H](n2cc(COC(=O)c3ccccc3)nn2)[C@H](O)C[C@@H]1c1ccc(OC)cc1	-23%	-13%	-4.0	-3%	-28%	14µM*	14	-22%	-19%
Cc1cc(S(=O)(=O)NCC(C)C)ccc1OCC(=O)NCc1ccco1	-5%	-12%	0.5	8%	-8%	-7%	1	5%	-23%
O=C(c1cc(-c2cccs2)on1)N1CCN(c2ccccc2)CC1	-23%	-1%	-0.7	15%	-34%[inhibitor]	?	-2	20%	-1%
CCN(CC)c1ccc(/C=C2\SC(N)=NC2=O)cc1	-2%	16%	4.2	-3%	-7%	46%[activator]	-1	-8%	2%
SMILES	HEK293 tox	PLK1 PBD block	IL2 activator	GLP1R ag	PTHR1 agonist	GLP-1R inv ag	PI5P4K alpha inh	EPAC1 agonist	EPAC1 antagonist
COC(=O)Cn1ccnc1[N+](=O)[O-]	0%	-9%	-1.3	-2%	-19%	9%	-4	3%	-5%
CCOC(=O)CSc1nnc(CNC(=O)c2ccc(S(=O)(=O)N(C)C)cc2)n1C	-4%	-4%	-0.4	5%	i	5%	13	-4%	-27%
CC(=O)c1c(COC(=O)c2ccccc2)nc2ccccc2[n+]1[O-]	-17%	-2%	-1.8	5%	i	-6%	.	2%	0%
Cc1cccc(C)c1OCC(C)N (stereo not given)	1%	-12%	-0.5	6%&11%	i	-6%	3	-2%	3%
CCCCNC(=O)c1nc(-c2cc3ccccc3[nH]2)oc1-c1ccccc1	1%	-11%	0.3	.	-23%	?	8	9%	-12%
Cc1ccccc1NC(=O)c1cccc(NC(=O)c2ccccc2C(=O)O)c1	?	-5%	1.0	-1%	i	-5%	-2	-1%	-1%
O=C(Nc1ccc(N2CCN(C(=O)c3ccccc3)CC2)c(Cl)c1)c1cccnc1	2%	-1%	0.6	-17%	-57%[inhibitor]	-23%	.	0%	-1%
COc1ccc(CN(Cc2cccn2C)S(=O)(=O)c2ccccc2)cc1	-1%	-3%	0.2	1%	-12%	?	-1	15%	-14%
CCc1ccc(NC(=O)Cn2nnc(C(=O)NCc3cccs3)c2N)cc1	-21%	-9%	3.0	0%	i	-1%	1	8%	-23%
CN(C)c1nc(N)ncc1-c1ccc(Oc2ccccc2)cc1	-1%	-6%	0.3	21%	i	-10%	-1	7%	9%
COc1ccc(/C=C/c2nnc(NC(=O)COc3ccc(C)cc3)s2)cc1	13%	-28%	0.3	-12%	-4%	17%	-20	-3%	17%
COC(=O)C(C)NS(=O)(=O)c1ccc(NC(C)=O)cc1 (stereo not given)	10%	0%	-0.4	4%	i	51%[activator]	.	6%	0%
CCOc1cccc(C2C(C(=O)c3ccc(C)o3)=C(O)C(=O)N2Cc2ccncc2)c1 (stereo not given)	-2%	-3%	0.9	-1%	i	1%	6	-9%	4%
COC(=O)Cc1ccc(NC(=S)NC(C)(C)C)cc1	-2%	-8%	2.6	0%	6%	9%	1	-6%	2%
C=CCSc1nc2c(c(=O)[nH]c(=O)n2C)n1C/C=C(/C)Cl	-6%	-18%	-1.1	1%	-16%	62%[activator]	-3	-6%	2%
Cc1ccn(CCSCC(=O)O)n1	20%	-8%	1.0	1%	?	0%	-1	1%	5%
Cc1cn(CC(=O)NCCCc2ccccc2)c(=O)[nH]c1=O	1%	-5%	-0.1	-2%	-11%	-2%	3	-4%	1%
Cc1ccc(C(=O)Nc2ccc(C(=O)N3CCCCC3)cc2)cc1	1%	-25%	-0.7	14%	-18%	-10%	-2	-4%	-6%
COCCn1c(C(=O)N(C)C)cc2c1C[C@H]1CN(C(=O)c3ccccc3)[C@@](Cc3ccc(F)cc3)(C(=O)OC)[C@@H]21	5%	-3%	-0.2	9%	i	24%	9	-8%	-22%
Cc1ccc(CNC(=O)C(OC(=O)c2ccco2)C(C)C)cc1 (stereo not given)	3%	-10%	-0.6	6%	i	32%[activator]	.	6%	5%
CCCCC(=O)Nc1cccc(NC(=O)c2ccc(Br)cc2)c1	-4%	-3%	-1.0	-6%	-16%[57.5 µM]	0%	.	8%	-9%
O=C(CN(C(=O)CNS(=O)(=O)c1ccccc1)c1ccc(F)cc1)NCc1ccco1	1%	-13%	1.5	1%	-20%	-5%	-6	-3%	-7%
CCCNS(=O)(=O)c1ccc(OCC(=O)Nc2ccc3c(c2)OCCO3)c(C)c1	9%	-8%	-6.3	-4%	-12%	-18%	-1	-1%	-2%
COC(=O)c1cc(OC)c(OC)cc1NC(=O)c1ccc(C)cc1	21%	-8%	4.4	11%	i	1%	3	4%	-15%
O=C(COc1ccccc1Cl)N1CCN(c2ccccn2)CC1	-2%	-6%	-3.9	4%	i	1%	0	-6%	-2%

Part of the list above, with two lines to a compound:
Every second line gives: HEK293 tox	PLK1 PBD block	IL2 activator	GLP1R ag	PTHR1 agonist	GLP-1R inv ag	PI5P4K alpha inh	EPAC1 agonist	EPAC1 antagonist
> COC(=O)C(C)NS(=O)(=O)c1ccc(NC(C)=O)cc1 (stereo not given)
  10%	0%	-0.4	4%	i	51%[activator]	.	6%	0%
> CCOc1cccc(C2C(C(=O)c3ccc(C)o3)=C(O)C(=O)N2Cc2ccncc2)c1 (stereo not given)
  -2%	-3%	0.9	-1%	i	1%	6	-9%	4%
> COC(=O)Cc1ccc(NC(=S)NC(C)(C)C)cc1
  -2%	-8%	2.6	0%	6%	9%	1	-6%	2%

Further records.
SMILES	HEK293 tox	PLK1 PBD block	IL2 activator	GLP1R ag	PTHR1 agonist	GLP-1R inv ag	PI5P4K alpha inh	EPAC1 agonist	EPAC1 antagonist
COc1ccc(-c2cccc(NS(=O)(=O)c3cc([N+](=O)[O-])c(C)c([N+](=O)[O-])c3)c2)nn1	-4%	-10%	0.3	1%	-12%	4%	-23	-6%	-12%
C#CC[N+]1(CC#Cc2ccccc2)CCCC1	-11%	-9%	0.7	-9%	i	1%	-2	6%	1%
COc1cc(C2C(C(=O)c3ccc(C)o3)=C(O)C(=O)N2Cc2cccnc2)ccc1O (stereo not given)	-23%	-2%	5.9	-12%	i	1%	1	0%	0%
CC(C)(C)C(=O)COC(=O)C1=NN(c2ccccc2)C(=O)CC1	0%	-5%	-1.9	1%	i	-16%	-7	4%	-10%
CC1=NN(c2nc(-c3ccccc3)cs2)C(=O)C1	-16%	-21%	-0.9	-7%	-4%[57.5 µM]	-33%	-28	-14%	79µM*
CCOc1ccc(NC(=O)C2CCCN(c3c(CC)c(C)nc4ncnn34)C2)cc1 (stereo not given)	4%	3%	-1.0	15%	-32%[inhibitor]	6%	-10	1%	2%
Cc1c(C(=O)NC(=S)Nc2cccnc2)cccc1[N+](=O)[O-]	-3%	1%	-0.5	-1%	0%	-6%	1	-11%	-11%

Some of the compounds tested (hit frequency here may not be typical).
